# INS-1E GSIS act: primary screen for activators of insulin secretion dependent on glucose, INS-1E cells, GLuc reporter luminescence. INS-1E GLuc reporter insulin secretion, 2-3 h. activation, % at 16.6 µM. 370,000 tested, 0.61% active. AID 743287;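 active = lowest replicate activation of at least 40%, so every replicate reaches that level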;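 also: 0% = median of neutral control wells and 100% = median of IBMX positive control wells; some compounds called inactive have numbers as strong as hits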
# F508del corr: correctors of CFTR F508del function in bronchial epithelial cells. 350,000 tested, 0.36% active. AID 720511. CFBE cells, YFP halide quenching; stimulated with forskolin plus potentiator P3; % fluorescence drop versus neutral controls. activity (quench increase), % at 7.58 µM;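 active = mean added fluorescence quench of at least 8% versus neutral control, with both replicates also reaching 8%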;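 also: cells transiently co-express mutant CFTR-F508del with the halide-sensitive YFP; corrector assay measuring rescue of mutant channel to the surface after 24 h compound exposure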
# PGC1a acetyl inh: modulators of PGC1a acetylation; 350,000 tested, 0.17% active; inhibition, % at 15.6 µM; U2OS PGC1a acetylation, AlphaScreen anti-acetyl-lysine; with virally co-expressed GCN5 acetyltransferase;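 active = every replicate shows inhibition of at least 40%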;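 also: 0% = neutral control wells and 100% = positive control wells; some results beyond the cut were filed as inactive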
# miR-122 sensor: blocks miR-122 activity in Huh7 sensor cells | activation (reporter increase), % at 12.5 µM | AID 602342 | 340,000 tested, 0.3% active | Huh7 miR-122 Renilla luciferase sensor, 48 h; neutral wells = 0, positive control = 100;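 active = mean replicate activation score at least 90 and every replicate individually at or above 90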;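 also: higher luciferase means less miR-122 activity so hits act as miR-122 inhibitors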
# Cneo AK release: Cryptococcus neoformans lysis via adenylate kinase release; C. neoformans lysis, adenylate kinase release luminescence, 4 h; normalised: neutral wells 0, clomiphene wells 100; lysis activity, % at 15 µM; 360,000 tested, 0.2% active; AID 651654;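 active = mean lysis activity across replicates of at least 80%, whatever share of replicates individually reach that level; inactive = mean lysis activity below 80%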
#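 Test system: log-phase Cryptococcus neoformans yeast cells. Input: 5 × 10^6 yeast cells/mL. Medium: fresh YPD growth medium. Doses: single dose. Incubation: static 4 h at 37 °C with compound, 1 h detection. Measured by: luminescent adenylate kinase detection reagent. Read-out: signal increase indicating cell lysis. Benchmarks: Clomiphene.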
# FN deposit inh: fibronectin deposition inhibition; inhibition, % at 12.6 µM; 350,000 tested, 0.086% active; AH1F fibroblasts, Alexa488-fibronectin deposition fluorescence, overnight;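 active = mean inhibition across replicates of 30% or more, regardless of how many single replicates reach that level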;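 also: positive control wells lacked labelled fibronectin entirely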
#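 Assay system: AH1F fibroblast monolayer, labelled fibronectin deposition. Amount: 10000 cells per well. Also added: labelled fibronectin 24 nM. Compound: single-point pinned compound. Incubation: cell attachment 1 h, compound and FN exposure overnight. Detection: fluorescence after three HBSS washes, excitation 485 nm, emission 525 nm. Read-out: inhibition of fibronectin deposition signal.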
# Statin myotox sup: suppressors of simvastatin-induced myotoxicity in C2C12 myotubes | 330,000 tested, 0.78% active | ATP luminescence, 48 h; scaled: DMSO 0, geranylgeraniol control 100 | rescue of ATP level, % at 7.49 µM | AID 602340;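 active = mean ATP rescue above about 67%, or every replicate alone reaching that limit, limit read from the data, passing the limit was not always enough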;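 also: myotubes were challenged with 10 µM simvastatin during compound exposure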
# PglD inh: inhibitors of Campylobacter jejuni PglD acetyltransferase | purified PglD enzyme, DTNB colorimetric CoA detection | inhibition, % at 12.5 µM | 360,000 tested, 0.098% active | AID 602405; in the data active = inhibition above about 16%, passing the limit was not always enough; also: strong numbers were not always called active
# The depositor's hits bear a star; . = no result given; [ ] = dose if it differs, or a comment.
SMILES,INS-1E GSIS act,F508del corr,PGC1a acetyl inh,miR-122 sensor,Cneo AK release,FN deposit inh,Statin myotox sup,PglD inh
CN(C)c1ccc(C(CNC(=O)c2ccc(F)cc2)c2c[nH]c3ccccc23)cc1 (stereo unspecified),4,-0.8,.,.,1,3,.,0
CCc1nnc(NC(=O)COc2ccc3ccccc3c2)s1,4,2.1,-5,0,.,6,0,.
COc1ccc2ccccc2c1/C=N/NC(=S)Nc1cc(S(=O)(=O)N2CCOCC2)ccc1N1CCOCC1,2,.,9,-3,0,5,.,-2
Cc1cccc(-c2nc(CC(=O)Nc3cccc(S(=O)(=O)NC4=NCCC4)c3)cs2)c1,-15,-1.4,-1,17,-1,-3,8,-4
CCCn1c(=N)c(C(=O)NC2CCCC2)cc2c(=O)n3cccc(C)c3nc21,.,.,-11,8,-1,.,-22,-4
CCOC(=O)C1CCN(C(=O)C2CCN(S(=O)(=O)c3cccc4nsnc34)CC2)CC1,-3,-4.0,3,.,-1,10,16,-3
C[C@@H]1CN([C@@H](C)CO)C(=O)c2cc(NC(=O)Nc3ccc(F)cc3)ccc2O[C@@H](C)CCCCO[C@@H]1CN(C)S(=O)(=O)c1ccc(F)cc1,26,0.8,-15,2[16.7 µM],1,-8,.,2
Cc1ccc(NC2CCCN(C(=O)c3ccc(C)c(N4CCNC4=O)c3)C2)cc1C (stereo unspecified),.,.,3,-3,1,.,.,2
O=C(NCc1ccncc1)c1csc([C@@H]2O[C@H](CO)[C@@H](O)[C@H]2O)n1,5,1.1,4,-3,1,-2,-12,5
C[C@H]1CN([C@@H](C)CO)C(=O)c2cccc(NS(C)(=O)=O)c2O[C@H]1CN(C)Cc1ccc(C(=O)O)cc1,10,0.6,6,-13[16.7 µM],-9,.,18,1
C[C@H](CO)N1C[C@H](C)[C@@H](CN(C)C(=O)CC2CC2)Oc2cc(-c3ccncc3)ccc2S1(=O)=O,-11,2.1,-9,1[16.7 µM],5,.,15,4
COc1cc(C(=O)O)nc2ccccc12,.,.,17,-1,2,.,19,-4
Cc1ccc(-c2cc(-c3ccccc3)c(C#N)c(N)n2)o1,.,.,-2,-4,-4,.,5,0
CN(C)S(=O)(=O)c1cccc(NC(=O)c2cccc(S(=O)(=O)N3CCCCCC3)c2)c1,-3,-0.2,-28,15,-1,5,-24,0
O=C(NC(C(=O)N/N=C/c1c2ccccc2cc2ccccc12)c1n[nH]c(=O)c2ccccc12)c1ccccc1 (stereo unspecified),.,.,-9,-6,2,.,21,-3
O=C(NCC(c1ccco1)N1CCc2ccccc21)C(=O)Nc1ccccc1F (stereo unspecified),-22,-1.1,.,.,-1,11,1,-1
COc1ccc(OC(C)C(=O)Nc2ccccc2F)cc1 (stereo unspecified),10,1.9,.,.,0,7,.,-4
C[C@H]1CN([C@@H](C)CO)C(=O)Cc2cc(NC(=O)Cc3ccccc3)ccc2O[C@@H]1CN(C)S(=O)(=O)c1cccs1,21,2.8,-6,5[16.7 µM],3,-7,-11,0
CCOc1ccc(OCC(=O)c2c(O)c3ccccc3oc2=O)cc1,.,.,-7,-13,-4,.,-9,-3
Cc1ccc(C(=O)N/C(=C\c2ccco2)C(=O)NCCCn2ccnc2)cc1,0,.,2,0,-2,.,1,-3
CN(C1CCCCC1)S(=O)(=O)c1cc2c(cc1Cl)NC(=O)CO2,2,0.1,2,-4,1,4,-8,4
CCc1c(C)c2cc(Cl)c(O)c(CN(CC)CC)c2oc1=O,-1,-0.4,-14,2,-1,.,8,-4
CC(C)NC(=S)Nc1cccc2cnccc12,.,-0.3,3,-3,0,3,.,1
CCOc1ccc(NC(=O)C(Cc2ccccc2)N2C(=O)c3cccc4cccc(c34)C2=O)cc1 (stereo unspecified),-13,-0.9,7,0,.,-7,.,.
Nn1c(SCC(=O)Nc2ccc3c(c2)OCO3)nnc1C1CC1,.,.,7,-3,.,5,-5,.

# Overlap with the part before: three compounds, followed by the next part.
SMILES,INS-1E GSIS act,F508del corr,PGC1a acetyl inh,miR-122 sensor,Cneo AK release,FN deposit inh,Statin myotox sup,PglD inh
CC(C)NC(=S)Nc1cccc2cnccc12,.,-0.3,3,-3,0,3,.,1
CCOc1ccc(NC(=O)C(Cc2ccccc2)N2C(=O)c3cccc4cccc(c34)C2=O)cc1 (stereo unspecified),-13,-0.9,7,0,.,-7,.,.
Nn1c(SCC(=O)Nc2ccc3c(c2)OCO3)nnc1C1CC1,.,.,7,-3,.,5,-5,.
FC(F)(F)C12CC(c3ccccc3)=NCCN1CCN2 (stereo unspecified),.,.,6,-16,2,.,-8,-6
O=C(C[C@@H]1C[C@H]2c3cc(NC(=O)NC4CCCCC4)ccc3O[C@H]2[C@H](CO)O1)NCC(F)(F)F,10,-1.6,-14,-6[16.7 µM],3,.,1,1
O=C(C[C@@H]1CC[C@@H](NC(=O)c2cccnc2)[C@@H](CO)O1)NCc1ccncn1,17,0.2,0,.,-2,.,-6,-2
C[C@H](CO)N1C[C@H](C)[C@H](CN(C)C(=O)NC2CCCC2)Oc2cc(/C=C/c3ccccc3)ccc2S1(=O)=O,2,2.2,-8,-14[16.7 µM],6,-5,11,-2
N#Cc1nc(COc2ccccc2Cl)oc1NCc1cccnc1,.,.,6,2,-1,0,5,4
CCOc1ccc(-n2c(SCC(=O)N3CCC(C(=O)O)CC3)nc3ccccc3c2=O)cc1,4,1.3,-7,-3,1,10,-3,0
C[C@H](CO)N1C[C@H](C)[C@@H](CN(C)Cc2ccncc2)Oc2ccc(NS(=O)(=O)c3ccccc3)cc2CC1=O,9,0.0,-4,-4[16.7 µM],0,1,12,0
COc1ccc(C(=O)N2CCN=C2SCc2cccnc2)c(OC)c1,-5,2.2,-11,2,2,-11,0,2
COc1ccc(N(CC(=O)NCCC2=CCCCC2)S(C)(=O)=O)cc1,1,.,9,6,2,-1,10,-2
COc1ccc(OC)c(C(=O)NC2CCSc3ccccc32)c1 (stereo unspecified),-6,-2.3,1,-4,-2,-4,30,-1
CN(C(=O)CCc1nc(-c2ccccc2F)no1)c1ccccc1,3,-1.4,-1,.,.,14,.,.
Cc1ccccc1NC(=S)NCC1CCN(C(C)c2ccccc2)C1 (stereo unspecified),-17,-0.2,-16,0,.,11,5,.
CN(C)C(CNC(=O)c1cccc(S(=O)(=O)Nc2ccc(Br)cc2)c1)c1ccco1 (stereo unspecified),-13,-2.4,-8,7,2,-8,-1,-2
O=C(CCNC(=O)C1CCN(S(=O)(=O)c2ccccc2)CC1)NCc1ccc(Cl)c(Cl)c1,-34,1.7,-12,-1,-1,-2,7,-2
COc1ccc(N(CC(=O)N/N=C(\C)c2ccccc2)S(=O)(=O)c2ccccc2)cc1,11,0.4,-10,-5,-1,10,-16,-1
Cc1ccccc1-c1nc(CS(=O)CC(=O)NCc2ccc3c(c2)OCO3)c(C)o1 (stereo unspecified),-12,2.4,7,-7,-1,-25,7,0
Cc1cc(NC(=O)C2CCCCC2C(=O)O)ccc1NC(=O)c1ccccc1 (stereo unspecified),5,2.7,.,.,2,.,3,1
Cc1cc(Nc2ccc(C)c(C)c2)n2nc(C)nc2n1,1,0.9,-4,3,4,-1,16,-5
CCN(CC(=O)Nc1ccc(NC(C)=O)cc1)C(=O)/C=C/c1c(C)nn(-c2ccc(F)cc2)c1Cl,-13,-0.1,5,2,.,-2,-16,-5
NC(=Nc1ccc(Br)cc1)c1ccccc1,1,1.7,-8,4,1,4,0,0
CC(=O)N1CCN(CC(=O)Nc2c(Cl)cccc2Cl)CC1,.,.,4,-5,3,10,2,-2
CC(C)NC(=O)N(C)C[C@H]1Oc2ccc(NS(=O)(=O)c3ccc(F)cc3)cc2CC(=O)N([C@H](C)CO)C[C@H]1C,8,1.3,3,-3[16.7 µM],3,7,-3,-2
O=C(N[C@H]1CC[C@H](CC(=O)N2CCCCC2)O[C@H]1CO)c1cccc(F)c1,20,-2.4,-1,.,-11,.,-3,-1
COc1ccccc1N1C(=O)c2cccc3c(Cl)ccc(c23)C1=O,7,0.4,.,.,3,6,23,6
Cc1c(-n2c(SCC(=O)O)nnc2-c2ccccc2Cl)c(=O)n(-c2ccccc2)n1C,-11,.,4,-4,4,-2,-6,2

# Complete entries as entered above:
# `COc1ccc(C(=O)N2CCN=C2SCc2cccnc2)c(OC)c1` is entered as INS-1E GSIS act = -5; F508del corr = 2.2; PGC1a acetyl inh = -11; miR-122 sensor = 2; Cneo AK release = 2; FN deposit inh = -11; Statin myotox sup = 0; PglD inh = 2
# `CN(C)C(CNC(=O)c1cccc(S(=O)(=O)Nc2ccc(Br)cc2)c1)c1ccco1` (stereo unspecified) is entered as INS-1E GSIS act = -13; F508del corr = -2.4; PGC1a acetyl inh = -8; miR-122 sensor = 7; Cneo AK release = 2; FN deposit inh = -8; Statin myotox sup = -1; PglD inh = -2

# More entries.
SMILES,INS-1E GSIS act,F508del corr,PGC1a acetyl inh,miR-122 sensor,Cneo AK release,FN deposit inh,Statin myotox sup,PglD inh
Cc1ccc(C(=O)N2CCN(c3cccc(C)c3C)CC2)o1,-5,1.5,-2,-3,1,.,.,3
COc1ccccc1C(CNC(=O)C1CCN(C(=O)Nc2ccccc2)CC1)N1CCCC1 (stereo unspecified),12,-3.7,4,0,4,-2,2,-9
CCOc1c(Br)cc(C(N)=O)cc1OC,.,.,1,-3,1,-1,2,-1
O=C(Nc1ccc(F)cc1)c1cc2cc(Cl)ccc2[nH]1,-7,1.6,.,5,-2,-2,6,5
NCc1cc2c3c(c1)CCCN3CCC2,9,-2.2,.,.,0,5,17,-2
CC(C)CCn1c(O)c(N=Nc2ccccn2)c2ccccc21,39,.,-2,1,-3,10,.,-8
COc1ccc(CNC(=O)CCc2cc(OC)c(OC)c(OC)c2)cc1,-4,-2.5,5,-4,2,3,6,0
O=C(O)c1cnn(-c2nc(-c3ccc(Cl)c(Cl)c3)cs2)c1C(F)(F)F,-19,2.6,-2,14,1,12,16,-1
CCC1(CC)C(=O)NC(=O)NC1=Nc1cccc(OC)c1,.,.,-12,-4,4,.,117*,4
COCCNCCCOc1ccc(C(C)(C)c2ccccc2)cc1,-4,.,.,17,0,.,.,1
COC(=O)c1ccc(OCC(=O)Nc2ccccc2C(=O)NC2CC2)cc1,3,-1.7,0,-6,1,-3,19,0
Cc1ccccc1NC(=O)c1ccc(F)c(S(=O)(=O)NCC2CCCO2)c1 (stereo unspecified),13,-0.2,-8,12,.,-4,5,.
O=C(c1cccs1)N1CCN=C1SCc1ccccc1F,.,-1.7,-11,-6,1,-1,5,-3
CCc1ccc(C(=O)NNC(=O)[C@H](C)NC(=O)c2ccco2)cc1,-7,-0.8,5,-2,-1,-3,-8,.
CCOc1ccc(C2CC(c3cccc(C)c3)n3ncnc3N2)cc1 (stereo unspecified),-16,5.8,-2,-8,0,6,-1,-1
COc1cc(OC)c(NC(C)C(=O)N2CCCC2)cc1Cl (stereo unspecified),-8,-0.3,1,-10,-2,12,.,-1
Cc1ccc(COC(=O)CN2C(=O)NC3(CCCC3)C2=O)cc1,7,1.9,0,-1,-2,-12,-5,1
O=C(NCC(c1ccco1)N1CCc2ccccc2C1)c1ccc(Br)cc1 (stereo unspecified),-6,0.6,20,-1,.,-3,.,.
C/C=C/c1ccc([C@@H]2[C@@H](CNC(=O)C3CC3)N(C(=O)NCCC)[C@H]2CO)cc1,-28,-3.8,8,21[16.7 µM],-7,-6,13,-1
CCN(c1ccccc1)S(=O)(=O)c1ccc(Cl)c(NC(=O)CSc2nncs2)c1,-3,.,.,.,2,1,.,1

# Screens as filed in PubChem BioAssay.
